Screening results deposited in PubChem by National Center for Advancing Translational Sciences (NCATS).
Nrf2 block: Nrf2 qHTS screen for inhibitors. A549 ARE-Fluc reporter, luciferase luminescence, 18-24 h. Potency, µM (series often up to 46 µM), without a hit: at the highest dose activity change, negative = inhibition, most hits filed as inhibitors. 360,000 tested, 2.1% active; also: % is scaled to controls: 0 for no effect and ±100 for the full control effect; nearly all actives have a fitted effect of over 60% in size
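Concentration-response testing used A549 ARE_Fluc cells at 5000 cells/well. Following an 18-24 h compound incubation, viability was read by fluorescence (Ex 405/Em 525) and luciferase output by luminescence.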
EPAC2 antag: qHTS for Antagonist of cAMP-regulated guanine nucleotide exchange factor 2 (EPAC2): primary screen | AID 720708, 2013 | Rap guanine nucleotide exchange factor 4 (Homo sapiens), Q8WZA2 | EPAC2 GEF exchange of Rap1B-BODIPY-GDP, fluorescence | 360,000 tested, 0.18% active | Potency, µM (doses to about 114 µM), without a hit: at the top dose activity, negative = inhibition, actives largely listed as inhibitors; also: % is scaled to controls: 0 for no effect and ±100 for the full control effect; nearly all actives have a fitted effect of over 45% in size; many of its hits are not listed in these tables
Target sequence (Q8WZA2 whole entry, looked up): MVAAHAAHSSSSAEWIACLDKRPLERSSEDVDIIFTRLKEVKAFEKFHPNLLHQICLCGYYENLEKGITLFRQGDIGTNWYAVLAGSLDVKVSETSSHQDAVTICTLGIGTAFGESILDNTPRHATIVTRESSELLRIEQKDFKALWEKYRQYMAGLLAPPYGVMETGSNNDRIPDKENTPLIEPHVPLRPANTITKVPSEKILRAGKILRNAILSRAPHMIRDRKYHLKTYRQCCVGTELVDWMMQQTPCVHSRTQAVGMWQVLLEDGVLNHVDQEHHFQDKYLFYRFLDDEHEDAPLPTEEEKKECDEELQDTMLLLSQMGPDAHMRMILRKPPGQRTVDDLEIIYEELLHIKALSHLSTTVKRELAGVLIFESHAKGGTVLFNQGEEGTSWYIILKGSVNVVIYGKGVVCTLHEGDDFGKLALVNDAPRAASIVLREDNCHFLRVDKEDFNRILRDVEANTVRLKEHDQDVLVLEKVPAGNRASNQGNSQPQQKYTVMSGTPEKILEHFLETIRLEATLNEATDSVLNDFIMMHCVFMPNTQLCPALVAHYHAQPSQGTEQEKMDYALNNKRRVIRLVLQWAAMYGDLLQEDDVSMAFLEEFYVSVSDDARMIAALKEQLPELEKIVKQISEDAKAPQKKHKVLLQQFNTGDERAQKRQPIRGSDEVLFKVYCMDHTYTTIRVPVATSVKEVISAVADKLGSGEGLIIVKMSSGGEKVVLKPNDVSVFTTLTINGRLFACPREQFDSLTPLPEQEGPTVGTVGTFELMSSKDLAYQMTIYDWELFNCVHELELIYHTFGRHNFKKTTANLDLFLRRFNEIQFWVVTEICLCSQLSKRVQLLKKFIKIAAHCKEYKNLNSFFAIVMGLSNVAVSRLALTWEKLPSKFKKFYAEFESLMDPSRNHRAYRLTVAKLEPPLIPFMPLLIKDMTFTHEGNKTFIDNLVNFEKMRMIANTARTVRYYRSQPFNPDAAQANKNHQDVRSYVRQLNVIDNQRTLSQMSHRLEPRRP
Nrf2 activator: qHTS of Nrf2 Activators | AREc32 ARE-luciferase reporter (MCF7-derived line), luminescence, 24 h | Potency, µM (titrated, usually from 46.1 µM), for the others: at the top dose activation, usual class: activators | 410,000 tested, 0.31% active | AID 624171, 2012; also: % of control where 0% means no effect; nearly all actives have a fitted effect of over 65% in size
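Luminescent ARE reporter assay in AREc32_Fluc cells: overnight plating at 37 deg C, 24 hr compound incubation, Steady-Glo added, 30 min RT before reading.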
A549 tox: Nrf2 qHTS screen for inhibitors: counterscreen for cytotoxicity; A549 ARE-Fluc cells, CellTiter-Fluor viability, 18-24 h; Potency, µM (titrated, usually from 46 µM), inactives show top-dose activity change, negative = cytotoxicity, actives largely listed as inhibitors; 390,000 tested, 0.16% active; also: % is scaled to controls: 0 for no effect and ±100 for the full control effect
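A549 ARE_Fluc cells in 5% FBS OPTI-MEM were exposed to compounds in concentration-response for 18-24 h at 37 deg C. Viability was read by CellTiter-Fluor fluorescence (Ex 405/Em 525) after 30 min, before the luciferase read.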
MCF10A rerep: A quantitative high throughput screen for small molecules that induce DNA re-replication in MCF 10a normal breast cells; MCF 10A DNA re-replication, Hoechst nuclear intensity, 48 h; Potency, µM (top dose mostly 46.1 µM), inactives show top-dose activity, positive = re-replication, actives largely listed as activators; 350,000 tested, 2.9% active; AID 624296, 2012; also: % of control where 0% means no effect; nearly all actives have a fitted effect of over 50% in size
HepG2 viability: qHTS for Inhibitors of TGF-b: Cytotox Counterscreen | HepG2 CAGA-GFP viability, ATP luminescence, 18 h | Potency, µM (doses to about 46.1 µM), inactives show top-dose activity change, negative = cytotoxicity, hits mostly cytotoxic | 410,000 tested, 0.76% active | AID 588856, 2011; also: some results filed as inactive show a strong effect at the top dose
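CellTiter-Glo luminescence gave cytotoxicity after 18 hours at 37 degrees C. The cells were HepG2 CAGA-GFP in 1% FBS DMEM, stimulated with 500 pg/mL TGF-beta after compound addition. %Activity was normalised to no-cell wells (complete cell-killing) and DMSO (no toxicity), and curves were fitted and classified.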
ATXN viability: Viability Counterscreen for Primary qHTS for Inhibitors of ATXN expression. S2 cells (HEK-293 line with an ATXN2-luciferase reporter) viability, CellTiter-Fluor protease fluorescence, 24 h. 400,000 tested, 0.49% active. Potency, µM (highest dose often 56.7 µM), usual class: cytotoxic; also: nearly all actives have a fitted effect of over 40% in size
ATXN2 expr inh: Primary qHTS for Inhibitors of ATXN expression; Potency, µM (top dose mostly 57 µM), for inactives: at the top dose activity change, negative = inhibition, usual class: inhibitors; HEK-293 ATXN2-luciferase reporter, luminescence, 24 h; 360,000 tested, 0.72% active; also: % is scaled to controls: 0 for no effect and ±100 for the full control effect; nearly all actives have a fitted effect of over 55% in size
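qHTS (up to 57 uM final) was run with 24 h compound exposure of reporter cells at 37 °C. Each well was multiplexed: SteadyGlo luminescence measured ATXN2-luciferase expression after a fluorogenic Gly-Phe-AFC viability readout (25 uM final).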
TGFb SMAD3 inh: qHTS for Inhibitors of TGF-b | HepG2 CAGA-GFP TGF-b/SMAD3 reporter, GFP fluorescence, 18 h; TGF-beta stimulated, 500 pg/mL final | Potency, µM (top dose mostly 46.1 µM), for the others: top-dose activity, negative = inhibition, hits mostly inhibitors | 410,000 tested, 1.2% active; also: % is scaled to controls: 0 for no effect and ±100 for the full control effect; nearly all actives have a fitted effect of over 65% in size
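GFP signal (ex488/em500-530) from TGF-beta-stimulated HEPG2 CAGA-GFP cells, 500 pg/mL final, 18 h at 37 degrees C in DMEM plus 1% FBS, normalized to unstimulated and DMSO-stimulated controls.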
* hit, by the source's call; i = inactive; ? = inconclusive; · = not tested or not shown; & = joins results of further samples; [ ] = dose if it differs, or a comment. Calls follow the shape of the dose curve; as a rule, active = well fitted curve in the direction sought with a large enough effect; inconclusive = small, poorly fitted or top-dose-only effect, or another doubt; inactive = no such curve, though single readings can be large; an effect the other way counts as inactive or inconclusive. Potency is read from the fitted curve at half-maximal effect. The list is partial; count on the stated rates, not on these rows.

nr	mol	Nrf2 block	EPAC2 antag	Nrf2 activator	A549 tox	MCF10A rerep
1	Nc1ccc(-c2nnc(-c3ccc(N)cc3)o2)cc1	1%	-3%	-0.2%	-1%	3%
2	COc1ccccc1N(CC(=O)NCCSCc1ccco1)S(=O)(=O)c1ccccc1	10%	-12%	0.4%	-6%	-29%
3	Cn1c(N)c(C(=O)COC(=O)COc2ccc(C#N)cc2)c(=O)n(C)c1=O	1%	24%	-0.1%	1%	-2%
4	COc1ccc(C(=O)Nc2nc(C)cs2)cc1S(=O)(=O)N1CCOCC1	·	16%	-0.9%	·	·
5	O=C(COc1ccccc1[N+](=O)[O-])N1CCN(S(=O)(=O)c2ccccc2)CC1	1%	2%	0.5%	-2%	0%
6	Cn1ccnc1C(=O)c1ccc(Cl)c(S(=O)(=O)N2CCOCC2)c1	1%	-13%	-0.9%	4%	1%
7	O=C(Cc1cccc2ccccc12)Nc1cccnc1	-24%	-3%	-0.5%	-2%	0%
8	COC(=O)C1=C(C)N(Cc2ccccc2)C(=NCc2cccc(C(F)(F)F)c2)N[C@H]1c1cccc(F)c1	4%	?	-3.3%	-11%	12µM*
9	CCCCc1ccc(-c2nc(-c3ccncc3)no2)cc1	·	6%	0.0%	8%	1%
10	Clc1cccc(CNc2nc(-c3cccnc3)nc3ccccc23)c1	-10%	-13%	0.6%	-3%	?

nr	HepG2 viability	ATXN viability	ATXN2 expr inh	TGFb SMAD3 inh
1	-2%	i	-6%	0%
2	0%	i	-3%	1%
3	-27%	i	8%	10%
4	3%	i	·	0%
5	5%	i	-13%	10%
6	-40%	i	-11%	-1%
7	2%	i	2%	0%
8	14µM*	·	32µM*	?
9	4%	i	58%[activator]	24%
10	-19%	i	-38%	-23%

(list continues)
nr	mol	Nrf2 block	EPAC2 antag	Nrf2 activator	A549 tox	MCF10A rerep
11	NS(=O)(=O)c1ccc(N2CCOCC2)c(C(=O)NCCCSc2ccccc2)c1	-21%	-8%	0.5%	-11%	1%
12	O=C(COc1cccc2ccccc12)Nc1nc2ccccc2[nH]1	-5%	-1%	5.8%	-5%	-2%
13	CCc1ccc(C(=O)COC(=O)C(CCSC)NC(=O)c2ccccc2)cc1 (stereo not drawn)	-4%	-3%	-0.3%	-19%	0%
14	CCN(C(=O)Cn1cc(C(F)(F)F)ccc1=O)c1c(N)n(Cc2ccccc2)c(=O)[nH]c1=O	-5%	3%	0.2%	-14%	0%
15	CCCCn1c(CN2CCN(C)CC2)nc2ccccc21	-1%	15%	-0.6%	-6%	0%
16	COC(=O)c1cc(C)sc1NC(=O)CN1CCN(C(=O)c2ccco2)CC1	3%	-6%	-0.1%	7%	-49%[inhibitor]
17	COC(=O)c1ccc(NS(=O)(=O)c2cc(C)ccc2OC)cc1	-27%	6%	0.4%	-10%	-2%
18	COCc1cc(=O)n2[nH]c(C)nc2n1	-16%	-10%	-0.6%	-5%	-3%
19	Cc1ccc(C(C(=O)NC2CCCC2)N(C(=O)Cc2cccs2)c2ccc(C)c(C)c2)o1 (stereo not drawn)	18µM*	-13%	1.8%	?	1%
20	COc1cc(C(=O)O)ccc1OCc1ccncc1	2%	1%	0.0%	2%	15%

nr	HepG2 viability	ATXN viability	ATXN2 expr inh	TGFb SMAD3 inh
11	-9%	?	-9%	15%
12	-21%	i	-10%	8%
13	9%	i	·	0%
14	0%	i	-17%	22%
15	-3%	i	2%	?
16	25%	i	-8%	9%
17	-15%	i	1%	?
18	-34%	i	3%	0%
19	-52%	i	-24%	?
20	2%	i	·	8%

Next structures follow.
nr	mol	Nrf2 block	EPAC2 antag	Nrf2 activator	A549 tox	MCF10A rerep
21	Cc1c(CCC(=O)O)c(=O)oc2cc(OCc3ccccc3Br)ccc12	21µM*	5%	-1.8%	-6%	19%
22	O=C(Nc1ccncc1)c1c(F)cccc1F	9.2µM*	-3%	-0.3%	-3%	29%
23	CC(=O)Nc1nnc(SCc2cc(=O)c(OC(=O)c3ccccc3)co2)s1	1%	0%	-0.2%	-3%	-5%
24	COc1cccc(C(=O)n2ccc(-c3cccs3)n2)c1	3%	6%	0.3%	-1%	0%
25	NC(=O)c1ccc(Sc2nnc(-c3cccs3)n2CC2CCCO2)c([N+](=O)[O-])c1 (stereo not drawn)	-5%	4%	15%	0%	1%
26	c1ccc(-c2ccccc2OCCCN2CCCCC2)cc1	-3%	-2%	0.2%	2%	15%
27	COC(=O)c1cnc(NNS(=O)(=O)c2ccc(Cl)cc2)nc1C(F)(F)F	7%	2%	-0.6%	0%	-6%
28	CC(NC(=O)CCc1ccccc1)c1ccc2c(c1)OCO2 (stereo not drawn)	-28%	-6%	-0.5%	-4%	2%
29	COc1cccc(NC(=O)COC(=O)c2ccc3ccccc3n2)c1	-1%	2%	5.7%	-3%	1%
30	CN(CC(=O)Nc1cccc(F)c1)C(=O)CCc1nc2ccccc2c(=O)[nH]1	-19%	11%	0.1%	-10%	-2%

nr	HepG2 viability	ATXN viability	ATXN2 expr inh	TGFb SMAD3 inh
21	7%	i	·	3%
22	-21%	i	15%	-1%
23	28%	i	6%	8%
24	15%	i	-11%	8%
25	4%	i	11%	12%
26	-8%	i	-21%	4%
27	9%	i	-1%	0%
28	-1%	i	1%	4%
29	-13%	i	-12%	1%
30	7%	?	2%	-2%

(more compounds)
nr	mol	Nrf2 block	EPAC2 antag	Nrf2 activator	A549 tox	MCF10A rerep
31	CC(=O)Nc1ccc(S(=O)(=O)NNc2ccc([N+](=O)[O-])cc2)cc1	?	13%	4.6%	-10%	?
32	Cc1ccc(NC(=O)c2cnccn2)cc1	?	5%	-0.1%	-1%	-1%
33	N#Cc1c(NC(=O)CSc2nc3c(c(C(F)(F)F)n2)CCc2ccccc2-3)sc2c1CCCC2	4%	4%	-0.4%	-4%	4%
34	C/C(=N\Nc1c(F)c(F)c(Br)c(F)c1F)c1ccncc1	-15%	-3%	8.2%	1%	?
35	CCOc1cc(C(=O)Nc2ccc(S(=O)(=O)NC3=NCCCCC3)cc2)cc(Br)c1OC	?	-2%	11%	-8%	?
36	CN(C(=O)CSc1nnc2ccccn12)c1c(N)n(Cc2ccccc2)c(=O)[nH]c1=O	-2%	5%	0.7%	1%	-6%
37	O=C(CCNC(=O)c1ccccc1Cl)NCC12CC3CC(CC(C3)C1)C2	-9%	-4%	-0.8%	-1%	2%
38	CC1=NN(c2ccc(S(=O)(=O)O)cc2C)C(=O)C1	1%	12%	-0.4%	0%	0%
39	Cc1c(C(=O)NCc2cccs2)oc2ccc(S(=O)(=O)N3CCOCC3)cc12	0%	4%	1.4%	2%	0%
40	COc1ccc(-c2nn3c(=O)c(C)nnc3s2)cc1	16%	0%	1.4%	-3%	-11%

nr	HepG2 viability	ATXN viability	ATXN2 expr inh	TGFb SMAD3 inh
31	-3%	?	·	0%
32	-26%	i	8%	3%
33	-12%	i	4%	?
34	-1%	i	-2%	4%
35	-17%	i	4%	3%
36	-50%	i	-5%	3%
37	9%	i	1%	1%
38	-17%	i	20%	3%
39	-18%	?	0%	-4%
40	-1%	i	0%	2%

(further entries)
nr	mol	Nrf2 block	EPAC2 antag	Nrf2 activator	A549 tox	MCF10A rerep
41	O=C(c1ccccc1)C1CCN(c2ncccc2[N+](=O)[O-])CC1	-24%	-6%	0.1%	-21%	?
42	CC1(C)Cc2cccc(OCC(=O)Nc3cc(S(C)(=O)=O)ccc3Cl)c2O1	?	-6%	0.0%	-12%	26%
43	CC(C)CN1CCC(=O)N(CCSc2ccccc2)CC1	?	3%	-1.1%	14%	13%
44	CCOC(=O)CN1C(=O)N[C@@H](c2ccccc2)[C@@H](C(=O)OC)[C@H]1C	10%	-10%	-0.4%	-1%	5%

nr	HepG2 viability	ATXN viability	ATXN2 expr inh	TGFb SMAD3 inh
41	2%	?	-20%	-36%
42	10%	i	·	51%[activator]
43	6%&-42%	i	14%	-2%&-24%
44	-5%	i	8%	1%
